APEX1 inh – inhibitors of human APE1 endonuclease | P27695 | recombinant APE1, TAMRA/BHQ-2 abasic DNA cleavage fluorescence | Potency, µM (doses to about 65.8 µM), inactives show at the highest dose activity change, negative = inhibition, most hits filed as inhibitors | 350,000 tested, 0.35% active;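 also: plate controls were vehicle for no effect and reference inhibitor for full effect; nearly all actives have a fitted effect of over 55% in size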
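Endonuclease cleavage of a quenched abasic-site DNA duplex (50 nM) by APE1 (0.75 nM) was tracked by TAMRA dequenching. Compounds were preincubated with enzyme 15 min at room temperature; data normalized to buffer-only and DMSO wells plus NSC13755 control.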
BLM inh – Bloom syndrome helicase (human) inhibition. recombinant BLM DNA unwinding, fluorescence dequenching. Potency, µM (series often up to 56.1 µM), for the others: top-dose activity change, negative = inhibition, actives largely listed as inhibitors. 350,000 tested, 0.2% active. AID 2528;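 also: plate controls were vehicle for no effect and no enzyme for full effect; nearly all actives have a fitted effect of over 35% in size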
BAZ2B block – inhibitors of human BAZ2B bromodomain. AlphaScreen BAZ2B-H3K14Ac peptide displacement. Potency, µM (series often up to 114 µM), for inactives: at the highest dose activity change, negative = inhibition, hits mostly inhibitors. Q9UIF8. AID 504333. 360,000 tested, 4.4% active; also: % is scaled to controls: 0 for no effect and ±100 for the full control effect; nearly all actives have a fitted effect of over 60% in size
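Inhibition is scored as reduced AlphaScreen emission. The BAZ2B/b-H3(5-23)K14Ac complex (50 nM each) in PBS pH 7.4, 0.01% Tween-20 meets compound (up to 110 uM) for 30 min at RT before bead addition.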
Pol eta inh – blocks human DNA polymerase eta activity; Q9Y253; Potency, µM (doses to about 114 µM), inactives show at the top dose activity change, negative = inhibition, usual class: inhibitors; recombinant Pol eta, fluorescent DNA replication assay; AID 588591; 390,000 tested, 1.2% active; also: % is scaled to controls: 0 for no effect and ±100 for the full control effect
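Fluorescent replication assay: 50 nM final substrate added after a 15 min room-temperature compound preincubation with 10 nM enzyme. Signal taken at 0 min and again at 10 min.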
JMJD2A Tudor – inhibitors of human JMJD2A Tudor domain. O75164. AlphaScreen JMJD2A-Tudor / H3K4me3 peptide binding. Potency, µM (highest dose often 114 µM), inactives show at the top dose activity change, negative = inhibition, actives largely listed as inhibitors. 390,000 tested, 4.4% active. AID 504339; also: % is scaled to controls: 0 for no effect and ±100 for the full control effect; nearly all actives have a fitted effect of over 50% in size
G9a inh – inhibitors of human histone lysine methyltransferase G9a | Potency, µM (titrated, usually from 102 µM), for inactives: at the highest dose activity, negative = inhibition, most hits filed as inhibitors | G9a H3K9 monomethylation, AlphaScreen, 2 h | Q96KQ7 | AID 504332 | 350,000 tested, 8.8% active; also: % is scaled to controls: 0 for no effect and ±100 for the full control effect; nearly all actives have a fitted effect of over 75% in size
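G9a (20 nM) was preincubated 15 min with compound, then reacted 2 h at room temperature with 500 nM biotin-H3K9 peptide and 20 µM SAM. Monomethyl-H3K9 detected by AlphaScreen using anti-H3K9me1 antibody.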
POLB inh – blocks human DNA polymerase beta activity. 340,000 tested, 1.3% active. Pol beta primer extension/strand displacement, fluorescence kinetic. Potency, µM (top dose mostly 114 µM), for the others: at the highest dose activity change, negative = inhibition, hits mostly inhibitors. P06746; also: % is scaled to controls: 0 for no effect and ±100 for the full control effect
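10 nM enzyme + cpd, 15 min RT; start with substrate 50 nM final; read 0 min and after 10 min RT. Corrected, normalized data; 4-parameter Hill curve fit.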
Pol kappa inh – inhibitors of human DNA polymerase kappa; Potency, µM (series often up to 107 µM), for the others: top-dose activity, negative = inhibition, hits mostly inhibitors; 400,000 tested, 0.53% active; purified Pol kappa, fluorescent DNA synthesis assay, 10 min; Q9UBT6; also: % is scaled to controls: 0 for no effect and ±100 for the full control effect
Target sequence (Q9UBT6 whole entry, looked up): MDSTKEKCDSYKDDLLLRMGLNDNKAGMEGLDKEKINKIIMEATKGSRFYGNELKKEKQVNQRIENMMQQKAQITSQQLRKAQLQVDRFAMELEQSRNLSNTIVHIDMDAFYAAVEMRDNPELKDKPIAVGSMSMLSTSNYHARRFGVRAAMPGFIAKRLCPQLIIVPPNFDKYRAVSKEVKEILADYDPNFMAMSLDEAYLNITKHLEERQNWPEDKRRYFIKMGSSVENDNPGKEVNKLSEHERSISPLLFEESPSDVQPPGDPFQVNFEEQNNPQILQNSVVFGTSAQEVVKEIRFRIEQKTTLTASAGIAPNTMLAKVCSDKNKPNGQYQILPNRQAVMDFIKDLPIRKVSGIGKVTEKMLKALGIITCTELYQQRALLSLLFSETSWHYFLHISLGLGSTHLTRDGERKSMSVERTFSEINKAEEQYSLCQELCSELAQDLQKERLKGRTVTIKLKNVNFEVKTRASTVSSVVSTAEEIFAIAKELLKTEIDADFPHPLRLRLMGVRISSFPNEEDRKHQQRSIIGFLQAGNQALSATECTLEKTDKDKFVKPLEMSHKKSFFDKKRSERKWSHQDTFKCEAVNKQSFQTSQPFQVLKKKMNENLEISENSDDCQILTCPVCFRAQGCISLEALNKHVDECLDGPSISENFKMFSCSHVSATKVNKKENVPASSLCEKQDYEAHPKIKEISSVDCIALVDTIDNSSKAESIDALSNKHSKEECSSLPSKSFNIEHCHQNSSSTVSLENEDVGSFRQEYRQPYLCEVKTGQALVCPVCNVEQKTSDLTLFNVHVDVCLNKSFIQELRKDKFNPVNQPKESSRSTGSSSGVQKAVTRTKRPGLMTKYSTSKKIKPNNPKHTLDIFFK
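Activity was followed as the change in fluorescence between reads at 0 and 10 min after starting the reaction with 50 nM substrate. Beforehand, 10 nM polymerase had been preincubated with compound for 15 min at room temperature.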
Pol iota inh – DNA polymerase iota (human) inhibition | Potency, µM (doses to about 115 µM), for the others: top-dose activity, negative = inhibition, actives largely listed as inhibitors | Q9UNA4 | 390,000 tested, 1% active | Pol iota fluorescent replication assay, 10 min | AID 588590
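Pol iota at 10 nM preincubated 15 min with compounds at room temperature; reaction started with fluorescent substrate, 50 nM final. Fluorescence read kinetically at 0 and 10 min; buffer-only wells as negative control.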
An asterisk follows results filed as active; ? = inconclusive; . = no result given; & = joins results of further samples; [ ] = dose if it differs, or a comment. Calls follow the shape of the dose curve; as a rule, active = well fitted curve in the direction sought with a large enough effect; inconclusive = small, poorly fitted or top-dose-only effect, or another doubt; inactive = no such curve, though single readings can be large; an effect the other way counts as inactive or inconclusive. Potency is read from the fitted curve at half-maximal effect. Not all compounds are listed, so the mix of outcomes need not match the whole.

SMILES	APEX1 inh	BLM inh	BAZ2B block	Pol eta inh	JMJD2A Tudor	G9a inh	POLB inh	Pol kappa inh	Pol iota inh
O=C(NCc1cccc(Cl)c1)c1ccc(S(=O)(=O)Nc2cccc(C(F)(F)F)c2)cc1	-3%	-12%	-8%	-17%	-27%	20%[59 µM]	-1%	-8%	-16%
COc1ccc(OCC(O)CNC(=O)Nc2ccccc2)cc1 (stereo unspecified)	15%	-1%	-11%	-21%	-8%	.	-1%	10%	22%
Cn1c(C(=O)NCCCN2CCN(c3ccccc3F)CC2)cc2c(=O)n(C)c3ccccc3c21	12%	1%	-14%	-16%	?	50µM*	-1%	19%	5%
Cc1cc(Nc2sc(C(=O)c3ccc(F)cc3)c(N)c2C(=O)Nc2ccc(F)cc2)ccc1Cl	.	-6%	?	-22%	?	?	-1%	3%[60.1 µM]	1%
NC(=O)C1CCN(c2nc(-c3ccc4c(c3)OCCO4)cs2)CC1	-16%&4%	.	?	-12%	-19%	2%[12.7 µM]	.	4%	22%
COc1ccc(CC(=O)N2CCCc3ccccc32)cc1OC	8%	-3%	-20%	-5%	-4%	-52%[59 µM]	-17%	-13%	89µM*
CC(C)(C)c1cc(NC(=O)COC(=O)c2ccc(O)cc2O)n(-c2ccccc2)n1	15%	.	4%	-24%	-4%	?	.	0%	19%
COc1cc(NC(=O)c2c3c(nc4ccccc24)C(=O)N(C2CCCCC2)C3)cc(OC)c1	.	0%	-16%	-9%	-29%	8%[59 µM]	0%	2%	-9%
COc1ccc(-n2nc(C(=O)NCC(=O)NCCCN3CCOCC3)c3ccccc3c2=O)cc1Cl	-18%	2%	-7%	-9%	-15%	-5%	8%	-5%	15%
O=C(c1ccccc1)N1CCN(C(=O)c2cccnc2)CC1	-4%	-2%	1%	5%	1%	?	-11%	-5%	-8%
CC(=O)Nc1cc(C(F)(F)F)ccc1N1CCOCC1	1%	4%	2%	-12%	-13%	10%[59 µM]	24%	-2%	28%
CC(C)c1ccc(/C=C/C(=O)O)cc1	-4%	-3%	4%	-12%	4%	2%[12.7 µM]	-19%	1%	5%
CCc1ccc(N2C(=O)CN(Cc3sccc3C)C2=S)cc1	-1%	-12%	-2%	?	15%	4%[59 µM]	18%	-13%	40%[activator]
CCOC(=O)CSc1nccc(N(C)C)c1C#N	1%	-2%	-6%	-21%	-5%	-8%	-1%	0%	27%
CCOC(=O)C1=C(COC(=O)c2ccc(Cl)c(S(=O)(=O)N3CCOCC3)c2)NC(=O)NC1C (stereo unspecified)	.	.	.	0%	-14%	.	.	-9%	-9%
O=C(Nc1cccc(Cl)c1)Nc1ccc(Cl)cn1	-2%	0%	-7%	-16%	-7%	6%	4%	-4%	23%
Cc1ccc(N(CC(=O)N2CCN(c3ccc(F)cc3)CC2)S(=O)(=O)c2c(C)noc2C)cc1	3%	-8%&-4%	-22%	?	-33%&-30%	2%	34%&0%	-11%&-7%	3%&21%
CCOc1ccccc1C(=O)NC(C(=O)NCCc1ccccn1)C(C)C (stereo unspecified)	49%[activator]	.	.	-16%	-8%	.	.	-5%	18%
O=C(CN1C(=O)COc2ccc(Cl)cc21)Nc1cccc(F)c1	.	-2%	3%	-13%	2%	8%[59 µM]	16%	-11%[60.1 µM]	8%
COC(=O)c1cc(Br)c(=O)n(CCC2=CCCCC2)c1	3%	-9%	-1%	-5%	14%	-2%[12.7 µM]	-3%	2%	10%
CCn1cnc2sc(-c3ccccc3)cc2c1=O	-5%	2%	-13%	1%	17%	8%[12.7 µM]	1%	1%	-2%
Cc1nn(CC(=O)NN)c(C)c1Br	-1%	-8%	-3%	-5%	1%	9%	-23%	-3%	10%
COc1ccc(C(=O)Nc2cc(OC)cc(OC)c2)cc1	-3%	-1%	7%	-18%	-8%[11.4 µM]	6%	9%	-12%	14%
CCCN(CCC)CCCNC(=O)Cn1ncn2c(cc3sc(CC)cc32)c1=O	.	-8%	-2%	-11%	1%	-20%[59 µM]	-1%	8%	13%
Cc1cc(C)c2nc(NC(=O)c3ccc(OCC4CCCO4)cc3)sc2c1 (stereo unspecified)	20%	-3%	11%	-18%	-18%	23%[59 µM]	24%	-12%	25%
Cc1ccc(OCC(=O)Nc2sc3c(c2C#N)CC(C)(C)NC3(C)C)cc1	-7%	-2%	0%	-4%	-2%	-1%	-17%	-7%	133%[activator]
O=C(Cn1c(=O)oc2cc(S(=O)(=O)N3CCCCCC3)ccc21)Nc1cccc(C(F)(F)F)c1	.	-7%	2%	15%	-12%	-31%[59 µM]	?	-13%[60.1 µM]	-17%
CNc1nc(SCC(=O)Nc2ccccc2)nc(N2CCOCC2)n1	8%	-7%	-21%	-3%	-13%	-13%	-8%	0%	5%
Cc1cc(F)ccc1S(=O)(=O)N1CCCOC1CNC(=O)C(=O)NCc1ccco1 (stereo unspecified)	20%	4%	-2%	1%	-8%	18%[59 µM]	9%	4%	55%[activator]
O=C(CSc1nc(-c2ccccc2)c(-c2ccccc2)[nH]1)Nc1ccc2c(c1)OCO2	-1%	-5%	-5%	14%	-15%	?	4%	-9%	20%

Entries of single compounds from above.
CCOc1ccccc1C(=O)NC(C(=O)NCCc1ccccn1)C(C)C (stereo unspecified) is listed as APEX1 inh: 49%[activator]; BLM inh: .; BAZ2B block: .; Pol eta inh: -16%; JMJD2A Tudor: -8%; G9a inh: .; POLB inh: .; Pol kappa inh: -5%; Pol iota inh: 18%
Cc1ccc(OCC(=O)Nc2sc3c(c2C#N)CC(C)(C)NC3(C)C)cc1 is listed as APEX1 inh: -7%; BLM inh: -2%; BAZ2B block: 0%; Pol eta inh: -4%; JMJD2A Tudor: -2%; G9a inh: -1%; POLB inh: -17%; Pol kappa inh: -7%; Pol iota inh: 133%[activator]

Further compounds follow:
SMILES	APEX1 inh	BLM inh	BAZ2B block	Pol eta inh	JMJD2A Tudor	G9a inh	POLB inh	Pol kappa inh	Pol iota inh
COc1cc2c(cc1OC)-c1nc3ccccc3c(=O)n1C(C)(C)C2	0%	2%	-3%	-3%	-9%	-4%	1%	-3%	6%[58.9 µM]
COc1ccccc1N1CCN(CC(O)c2ccc3cc[nH]c3c2)CC1 (stereo unspecified)	-1%	2%	-7%	-15%	-31%	-12%[59 µM]	-2%	-8%	?
O=C(Nc1ccc(Oc2ccc(C(=O)O)c(C(=O)O)c2)cc1)c1cccs1	-3%	2%	-6%	-15%	-2%	.	1%	-4%	93%[activator]
O=C(O)C1(O)C[C@H](O)C(O)[C@@H](O)C1 (stereo partly specified)	12%&-2%	2%	4%	-7%	-9%	-23%[59 µM]	.	-6%	-5%
CCC(=O)Nc1ccc(NC(=O)CSc2nnnn2-c2cccnc2)cc1C	3%	-1%	-1%	13%	-19%	22%	1%	-2%	24%
COc1ccc2c(c1)-c1ccccc1S(=O)(=O)N2C(C)=O	-2%	-1%	1%	-5%	0%	-1%[59 µM]	13%	-4%	20%
Cc1ccc(NC(=O)CCNS(=O)(=O)c2cc(Br)cnc2N)c(Cl)c1	1%	-2%	7%	.	.	3%	0%	.	.
Cc1ccc(Cn2c(=O)n(C)c(=O)c3sccc32)cc1	30%	1%	-1%	-13%	-17%	9%	-14%	-15%	104%[activator]
CCOC(=O)c1c(C)c[nH]c1C	11%	-1%	-17%	-1%	-26%	9%	39%	-2%	-6%
COC(=O)C1CCCN1C(=O)C1CCCN1C(=O)CNC(=O)OCc1ccccc1 (stereo unspecified)	2%	0%	1%	-20%	16%	?	-2%	-19%	-16%
CN(Cc1ccccc1)S(=O)(=O)c1ccccc1Br	-24%	.	.	-14%	47%[activator]	.	.	-22%	24%
CN1CCN(Cc2c(C(=O)N3CCc4ccccc4C3)nc3ccc(Cl)cn23)CC1	-7%	2%	-16%	1%	0%	.	13%	-10%	11%
CC(C)CCOc1ccc(C(=O)O)cc1	-11%	-2%	-6%	-13%	-11%	11%[2.33 µM]	3%	-6%	12%
O=C(NCC(F)(F)F)c1nn(Cc2ccccc2)c(=O)c2ccccc12	-11%	-2%	-2%	-23%	-6%	1%	0%	9%	45%[activator]
COC(=O)CN(c1c(C)cccc1C)S(C)(=O)=O	-2%	0%	1%	-2%	-1%	?	14%	-1%	-10%
CCC(=O)N1c2ccccc2C(N(C(=O)CC)c2ccccc2)CC1C (stereo unspecified)	-6%	1%	-16%	-22%	6%	12%	-21%	6%	55%[activator]
CCOc1cccc2cc(C(=O)NC(C)c3ccccc3)c(=N)oc12 (stereo unspecified)	4%	-5%	-12%	-12%	-11%	.	36%	-12%	22%
CC(C)CCNC(=O)Nc1ccc2c(c1)N(C)C(=O)CS2	3%	-7%	1%	-3%	-13%	11%[59 µM]	-1%	-5%	-2%
O=C(CSc1nnnn1-c1ccc2c(c1)OCO2)NCc1ccccc1	1%	-5%	-4%	-8%	-3%	-22%[12.7 µM]	-18%	-1%	13%
Cc1ccc2c(c1)c1nnc(SCC(=O)Nc3ccc(N(C)C)cc3)nc1n2CC(=O)O	44%	-11%	?	?	?	25µM*	?	?	?
Cc1ccc(C)c(NC(=O)CN(C)C(=O)[C@@H](NC(=O)c2ccc(C(C)(C)C)cc2)C(C)C)c1	3%	-1%	-5%	-27%	-4%	32%[59 µM]	-4%	-7%	37%[activator]
COc1ccc(/C=C(\NC(=O)c2ccc(Cl)cc2)C(=O)NCC2CCCO2)cc1OC (stereo unspecified)	-8%	4%	7%	1%	-4%	62%[activator]	25%	4%	55%[activator]
O=C(Nc1ccc(O)c(-c2nc3ccccc3o2)c1)c1ccco1	.	-1%	-10%	-2%	-1%	-28%[59 µM]	14%	3%	-2%
CCc1cc(C(=O)N(Cc2ccccc2)c2c(N)n(CCOC)c(=O)[nH]c2=O)sc1C	-13%	.	-21%	-20%	-6%	-33%	.	2%	?
Cc1ccc(NC(=O)NC(=O)CSc2nnc(-c3ccc(Cl)cc3Cl)n2N)c(C)c1	22%	-3%	-34%	-16%	-6%	-47%[59 µM]	-4%	-2%	18%
C/C(=N\O)C(=O)NCCCNCCCN(C)C	18%	0%	5%	-5%	-26%	?	45%	-15%	16%
CC1CCN(C(=O)CN(Cc2ccc(F)cc2)S(C)(=O)=O)CC1	12%	-3%	-2%	-2%	-14%	-5%	34%	-17%	33%[activator]

Source: PubChem BioAssay (National Center for Advancing Translational Sciences (NCATS))
